TRPC6 inh: inhibitors of mouse TRPC6 channel | HEK293-TRPC6, membrane potential dye, ACh-evoked depolarization; hits give low values | 1.1% of 310,000 active | B-score at 10 µM;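 active means B-score under library mean minus 3 SD, initial fluorescence not abnormally high, positive integrated signal ratio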;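 further: B-score derived from integrated fluorescence ratio over the kinetic read; more negative B-score means stronger inhibition of depolarization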
Target sequence (Q61143 whole entry, looked up): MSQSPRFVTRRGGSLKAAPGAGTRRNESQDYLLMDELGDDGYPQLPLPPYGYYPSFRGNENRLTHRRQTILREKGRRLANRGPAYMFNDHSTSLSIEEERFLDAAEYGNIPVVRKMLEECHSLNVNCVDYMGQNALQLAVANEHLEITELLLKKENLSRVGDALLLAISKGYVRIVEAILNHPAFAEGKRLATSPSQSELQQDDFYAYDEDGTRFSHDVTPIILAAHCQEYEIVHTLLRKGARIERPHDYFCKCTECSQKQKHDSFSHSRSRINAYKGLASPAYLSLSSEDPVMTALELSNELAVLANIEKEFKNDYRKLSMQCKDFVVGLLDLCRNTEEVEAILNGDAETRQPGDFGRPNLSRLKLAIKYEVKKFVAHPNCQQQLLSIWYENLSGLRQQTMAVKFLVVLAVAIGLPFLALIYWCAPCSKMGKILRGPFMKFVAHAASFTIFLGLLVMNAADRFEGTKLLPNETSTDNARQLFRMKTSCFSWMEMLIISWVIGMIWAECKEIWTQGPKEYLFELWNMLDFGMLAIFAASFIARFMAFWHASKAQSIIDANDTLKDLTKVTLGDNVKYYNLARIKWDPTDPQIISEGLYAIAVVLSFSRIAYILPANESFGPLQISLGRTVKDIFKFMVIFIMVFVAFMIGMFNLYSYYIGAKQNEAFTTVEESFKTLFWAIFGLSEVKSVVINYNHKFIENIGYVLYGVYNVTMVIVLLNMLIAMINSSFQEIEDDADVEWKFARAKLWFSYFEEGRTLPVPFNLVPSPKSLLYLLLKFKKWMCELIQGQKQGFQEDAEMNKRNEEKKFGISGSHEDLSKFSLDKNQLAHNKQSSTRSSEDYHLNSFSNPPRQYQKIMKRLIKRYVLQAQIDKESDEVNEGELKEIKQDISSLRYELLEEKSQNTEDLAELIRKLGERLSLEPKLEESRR
HIF act: HIF pathway transcriptional activation | U2OS HRE-luciferase reporter, luminescence; normalized: DMSO 0%, desferrioxamine 100% | activation, % at 7.5 µM (by protocol) | 0.32% of 300,000 active | AID 1910;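 active means mean activation of at least 10% of the iron chelator positive control signal, with at least half of replicates also reaching 10%; inconclusive means mean and replicate majority disagree about reaching 10%; inactive means mean and most replicates under 10%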
RGS4 block: inhibitors of human RGS4; P49798; HEK293 M3R/RGS4 inducible, Fluo-4 calcium flux; hits give high values; triggered by carbachol at its EC20; B-score at 10 µM; 0.45% of 310,000 active;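 active means B-score, a plate-corrected calcium signal, over three deviations above library mean, with baseline fluorescence within five deviations of library mean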;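 further: RGS4 expression induced by doxycycline in cells with stable M3 receptor; B-score is computed from the integrated fluorescence ratio over baseline after carbachol; higher B-score means a larger calcium signal and so more RGS4 inhibition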
Target sequence (P49798 whole entry, looked up): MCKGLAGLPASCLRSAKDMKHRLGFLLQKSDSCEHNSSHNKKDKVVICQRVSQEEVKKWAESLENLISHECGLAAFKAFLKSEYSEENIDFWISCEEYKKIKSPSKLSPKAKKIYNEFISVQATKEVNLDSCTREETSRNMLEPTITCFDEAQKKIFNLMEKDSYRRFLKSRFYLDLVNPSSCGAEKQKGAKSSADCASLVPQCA
MrgX1 antag: antagonists of human MrgX1 receptor; Q96LB2; MRGX1-HEK293 calcium flux, Fluo-4, BAM8-22 antagonism; hits give low values; B-score at 10 µM; 1.3% of 310,000 active;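 active means calcium-response B-score plate-corrected more than 3 library SD below zero, starting fluorescence within 5 deviations, no agonist response on first addition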;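 further: peak minus trough fluorescence over baseline after final BAM8-22 challenge near maximal dose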
TRPC4 inh: blocks the mouse TRPC4 cation channel; Q9QUQ5; HEK293 TRPC4beta/mu-opioid, DAMGO-evoked Fluo4 calcium flux; hits give low values; 0.39% of 300,000 active; AID 2247; B-score at 10 µM;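 active means B-score over 3 SD under the library average, no early fluorescence shift, positive overall ratio signal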
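test system = HEK293 cells with stable TRPC4beta plus mu-opioid receptor expression | detection = Fluo4 Ca2+ flux fluorescence | read-out = integrated fluorescence ratio relative to baseline, converted to per-well B score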
MrgX1 agonist: activates human MrgX1 receptor signaling. Q96LB2. MrgX1-HEK293 cells, Fluo-4 calcium fluorescence, agonist mode; hits give high values. B-score at 10 µM. 0.44% of 310,000 active;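 active means calcium response B-score plate-corrected fluorescence ratio at least 3 library SD, with starting fluorescence B-score inside 5 SD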
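Material: MrgX1-expressing HEK293 cells / Dosing: compound as first of three additions / Incubation: overnight seeding, then 1 h dark dye loading / Signal: Fluo-4 NW calcium fluorescence / Evaluation: B-scored fluorescence response ratio / Benchmarks: positive and negative control wells on each plate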
MrgX1 allo act: allosterically activates human MrgX1 receptor signaling; Q96LB2; MrgX1-HEK293, Fluo-4 calcium flux, FDSS; hits give high values; B-score at 10 µM; 0.63% of 310,000 active; AID 588675;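 active means plate-corrected calcium response at least 3 library SD above typical, normal starting fluorescence, not activating the receptor alone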;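 further: compound read alongside a low EC10 to EC30 dose of BAM8-22 agonist; peak minus trough fluorescence over baseline measured at the second addition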
SKKanGAS inh: inhibitors of SKKanGAS S. pyogenes growth in kanamycin (SK-promoter or general growth effect); 1.3% of 300,000 active; inhibition, % at 7.5 µM; BacTiter-Glo, 6 h; AID 1662;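 active means mean replicate score, as percent of positive control median, at least 50; inconclusive means mean below 50 but one replicate at or above 50; inactive means mean and every replicate below 50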;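 further: strain carries kanamycin resistance gene driven by streptokinase promoter and grows in 40 µg/ml kanamycin; loss of luminescence reflects streptokinase promoter inhibition or plain growth inhibition; 0% = median of DMSO wells and 100% = positive control at its reference dose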
Platelet DG rel: modulates dense granule release in human platelets; human platelet-rich plasma, SFLLRN dense granule ATP release, luminescence; inhibition, %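 (compounds screened at 7.5 µM in platelet-rich plasma)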; 0.22% of 300,000 active; AID 1663;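 active means mean replicate score, as percent of positive control, at or above 50; inconclusive means mean below 50 but at least one replicate at or above 50; inactive means mean and every replicate below 50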
RGS4 act: potentiators or activators of RGS4; HEK293 M3R/inducible RGS4, carbachol calcium flux Fluo4; hits give low values; B-score at 10 µM; 0.92% of 310,000 active;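 active means B-score of the integrated calcium signal more than 4 SD below the library mean, with starting fluorescence not abnormally high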;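 further: negative B-score means reduced calcium response which marks RGS4 activation or potentiation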
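System – HEK293 FlpIn-TREx cells, stable M3R, doxycycline-inducible RGS4 · Reagent – ECmax carbachol challenge · Times – compound preincubation 20 min at room temperature before agonist · Technique – Fluo4 fluorescence kinetic imaging of calcium · Measure – B score of integrated Fluo4 ratio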
TRPC6 activator: activates the mouse TRPC6 cation channel | Q61143 | HEK293-TRPC6 membrane potential dye fluorescence; hits give high values | B-score at 10 µM | 0.13% of 310,000 active;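 active means B-score of the integrated fluorescence ratio above library mean plus 3 SD, and starting fluorescence ratio within library mean plus 5 SD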;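 further: higher score means more depolarization so channel activation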
* = called active by the depositor; i = inactive; ? = inconclusive; / = no result given. Compounds were not picked by outcome; overall some 6.1% were active at least once.

smiles,TRPC6 inh,HIF act,Platelet DG rel,TRPC6 activator,RGS4 block,MrgX1 agonist,RGS4 act,SKKanGAS inh,TRPC4 inh,MrgX1 allo act,MrgX1 antag
CCC(C)NC(=O)CCS(=O)(=O)c1ccc(Br)s1 (centres undefined),i,-0.3,-3.4,i,i,i,i,-4.2,i,i,i
Cc1c(Cl)cccc1NC(=O)CSC(C)c1nc2ccccc2c(=O)[nH]1 (centres undefined),i,-0.5,9.0,i,i,i,i,-6.3,i,i,i
O=C(NCc1ccco1)C1CCCN1C(=O)Nc1ccccc1Cl (centres undefined),i,-0.8,-3.0,i,i,i,i,-16.3,i,i,-11.7*
CCOC(=O)c1ccc(NC(=O)Nc2cc(C)cc(C)n2)cc1,i,-0.7,-3.9,i,i,i,i,-9.9,i,i,i
COc1ccc(Nc2nc(CC(C)=O)ns2)cc1,i,1.2,-3.8,i,i,i,i,-11.4,i,i,i
O=c1c2ccccc2oc2nc(-c3ccco3)n(-c3ccccc3)c(=O)c12,i,2.0,-0.6,i,i,i,i,25.6,i,i,i
CC(C)c1nc(N2CCOCC2)c(C#N)c2c1COC(C)(C)C2,i,-0.3,0.5,i,i,i,i,-1.3,i,i,i
O=C(Nc1ccc(F)c(Cl)c1)Nc1cnccn1,i,0.3,-10.4,i,i,i,i,-13.7,i,i,-6.16*
O=C(c1ccsc1)N1CCCC(Nc2cccc(F)c2)C1 (centres undefined),i,0.0,-1.9,i,i,i,i,-1.3,i,i,i
Cc1ccc(C(=O)Nc2ccc(Oc3ccc(C(=O)O)c(C(=O)O)c3)cc2)cc1C,i,-0.1,9.1,i,i,i,i,-11.5,i,i,i
COC(=O)c1ccc(NC(=O)Cn2c([N+](=O)[O-])cnc2C)cc1,i,1.2,3.9,i,i,i,i,3.4,i,i,i
COc1ccc([N+](=O)[O-])cc1NC(=O)C1C2C=CC(C2)C1C(=O)O (centres undefined),i,-18.2,4.0,i,i,i,i,0.7,i,i,i
Cc1cc(=O)oc2cc3c(cc12)OCCN3,i,-1.0,-7.4,i,i,i,i,-4.7,i,i,i
Cc1nn(-c2ccc(F)cc2)c(C)c1CN1CCN(CCC(C)C)C(CCO)C1 (centres undefined),i,-0.3,2.5,i,i,i,i,-6.1,i,i,i
CC(C)CCn1c(S(=O)(=O)O)nc2ccccc21,i,-0.1,1.5,i,i,i,i,-3.3,i,i,i
COc1cc(/C=C2\CCc3ccccc3C2=O)cc(OC)c1OC,i,2.8,13.3,i,i,i,i,-3.3,i,i,i
Cc1onc(-c2ccccc2)c1C(=O)NNC(=S)NC(=O)/C=C/c1cccs1,i,-0.4,-3.3,i,i,58.1*,i,95.4*,i,i,i
Cc1cc(C)c(C)c(S(=O)(=O)NCC(=O)Nc2ccc(F)cc2)c1C,i,0.2,0.5,i,i,i,i,-3.9,i,i,i
CCOCCc1nnc(NC(=O)C2CCN(C(=O)c3ccco3)CC2)s1,i,-0.1,1.4,i,i,i,i,-2.2,i,i,i
C/C(=N/NS(=O)(=O)c1cccc([N+](=O)[O-])c1)c1ccc2c(c1)OCO2,i,0.0,2.2,i,i,i,i,7.1,i,i,i
CCCCC(=O)N(Cc1nc2sc(C)c(C)c2c(=O)[nH]1)C1CCCC1,i,-0.9,5.8,i,i,i,i,5.2,i,i,i
CCN(C(=O)CSc1nc2ccc(OC)cc2[nH]1)C1CCS(=O)(=O)C1 (centres undefined),i,0.2,-3.7,i,i,i,i,-10.6,i,i,i
c1ccc(SCCCCN2CCOCC2)cc1,i,0.6,4.7,i,i,i,i,-6.3,i,i,i
CC(=O)N(c1c(C)n(C)n(-c2ccccc2)c1=O)C1(C(=O)NC2CCCCC2)CCCCC1,i,-0.1,-0.1,i,i,i,i,-2.8,i,i,i
CCOC(=O)/C(C#N)=C/Nc1cc(F)ccc1C,i,-0.8,-7.5,i,i,i,i,9.6,i,i,i
Cc1nsc(Nc2ccccc2)c1C#N,i,0.5,-1.7,i,i,i,i,-5.2,/,i,i
CN(C)CCCNC(=O)c1cc(C(=O)c2ccc(F)cc2)c[nH]1,i,-0.8,9.7,i,i,i,i,-0.7,i,i,i
COc1ccc(S(=O)(=O)NC2CC(=O)N(c3ccccc3)C2)cc1C (centres undefined),i,0.0,8.7,i,i,i,i,0.6,i,i,i
COc1ccccc1NC(=O)CCSc1nnnn1C,i,-0.5,-1.4,i,i,i,i,-2.5,i,i,i
CN(C)CCN1C(=O)C(O)=C(C(=O)c2cc3ccccc3o2)C1c1cccc(Br)c1 (centres undefined),i,-0.1,2.3,i,i,i,i,8.6,i,i,i
Cc1ccc(OCCNC(=O)CN2C(=O)NC3(CCCC3)C2=O)cc1,i,0.4,4.7,i,i,i,i,8.7,i,i,i
Cc1cc(C)cc(NC(=O)/C(C#N)=C/c2cn(CC(=O)NCc3ccco3)c3ccccc23)c1,i,-3.1,-4.9,i,i,i,i,-5.7,i,i,i
CSCCC(NC(N)=O)C(=O)NCc1ccc(Cl)cc1 (centres undefined),i,-0.1,-1.0,i,i,i,i,1.1,i,i,i
CCCCC(=O)NC(Nc1cc(C)ccn1)(C(=O)OCC)C(F)(F)F (centres undefined),i,-0.5,-3.4,i,i,i,i,-1.0,i,i,i
CC(OC(=O)CCN=C1NS(=O)(=O)c2ccccc21)C(=O)N(C)C1CCCCC1 (centres undefined),i,-0.3,25.9,i,i,i,i,-8.6,i,i,i
COc1ccccc1OCC(=O)Nc1ccccc1C(=O)N1CCCCC1,i,-0.1,6.6,i,i,i,i,40.0,i,i,i
CCOC(=O)N1CCN(C2CC(=O)N(c3ccccc3)C2=O)CC1 (centres undefined),i,-0.1,5.4,i,i,i,i,3.7,i,i,i
COCCn1cnc2c1c(=O)n(Cc1cc(C(C)=O)ccc1OC)c(=O)n2Cc1ccccc1,i,-20.8,-3.2,i,i,i,i,2.8,i,i,i
CCOC(=O)C1CCN(C(=O)CCNC(=O)c2cc(OC)c(OC)c(OC)c2)CC1,i,-0.4,-4.0,i,i,i,i,-2.4,i,i,i
CCN=C(NCC)SC1CC(=O)N(c2cccc(OCC)c2)C1=O (centres undefined),i,-0.4,3.8,i,i,i,i,-0.3,i,i,i
CCOC(=O)Cn1cc(/C=C(/C#N)C(=O)NC(C)C)c2ccccc21,i,-0.2,-2.6,i,i,i,i,-14.8,i,i,i
NC(=O)CCn1c2ccccc2c2ccccc21,i,-0.3,-3.3,i,i,i,i,0.6,i,i,i
O=C(O)C1CCCN1C(=O)NC1CCCCC1 (centres undefined),i,-3.3,-4.9,i,i,i,i,0.3,i,i,i
CCN(c1ccc(OC)cc1)S(=O)(=O)c1ccc2c(c1)CCN2C(=O)CCC(=O)O,i,0.0,0.1,i,i,i,i,2.5,i,i,i
O=C(CCCn1c(=O)c2ccccc2n(Cc2cccc(F)c2)c1=O)NC1CCN(Cc2ccccc2)CC1,i,-0.9,-4.9,i,i,i,i,-4.0,i,i,i
O=C(CNC(=O)c1ccccc1Cl)OCC(=O)N1CCc2ccccc21,i,1.9,2.5,i,i,i,i,6.4,i,i,i
CCOc1ccc(N(C(C)C(=O)Nc2ccc(OC)cc2)S(C)(=O)=O)cc1 (centres undefined),-6.36*,-0.2,3.4,i,i,i,i,1.3,i,i,i
CCCS(=O)(=O)N1CCN=C1SCc1ccc(C)cc1,i,-0.4,-4.6,i,i,i,i,-3.0,i,i,i
CCOc1ccc(/C=C(/NC(=O)c2ccccc2)C(=O)NCCC(=O)O)cc1,i,-0.2,2.1,i,i,i,i,7.6,i,i,i
COc1ccc(S(=O)(=O)N(CC(=O)NC2CC2)c2ccc(C)cc2)cc1,i,-0.1,1.7,i,i,i,i,-1.0,i,i,i
CCOC(=O)CSc1nc(C(C)(C)C)nc2ccccc12,i,0.7,6.0,i,i,i,i,13.7,i,i,i
C=COCCNC(=O)Nc1ccc(Cl)c(Cl)c1,i,1.6,1.6,i,i,i,i,9.2,i,i,i
Clc1ccc(CSc2snnc2-c2ccccc2)cc1,i,1.7,0.7,i,i,i,-7.25*,?,i,i,i
CSc1ccc(/C=N/NC(=O)c2ccc(C)c(C)c2)cc1,i,3.1,0.8,i,i,i,i,-8.1,i,i,i
Cc1ccccc1Oc1nc(-c2ccccn2)nc2ccccc12,i,2.7,15.9,i,i,i,i,103.5*,i,i,i
O=C(Nc1ccc([N+](=O)[O-])cc1)C(Cc1ccccc1)N1C(=O)c2cccc3cccc(c23)C1=O (centres undefined),i,0.0,-1.6,i,i,i,i,4.0,i,i,i
COc1ccc(CNCc2ccc3c(c2)OCO3)cc1Br,i,0.4,-5.7,i,i,i,i,3.3,i,i,i
C=CCn1c(=O)[nH]c2cc(C(=O)N3CCN(c4cccc(Cl)c4)CC3)ccc2c1=O,i,-0.2,-3.8,i,i,i,i,12.2,i,i,i
CC1(c2ccccc2)NC(=O)N(CC(=O)Nc2ccccc2N2CCCC2)C1=O (centres undefined),i,0.9,-11.3,i,i,i,i,1.8,i,i,i
CCc1cccc(OCC(=O)Nc2ccc(S(=O)(=O)Nc3ccccn3)cc2)c1,i,/,-3.5,i,i,i,i,-17.7,i,i,i

(more compounds)
smiles,TRPC6 inh,HIF act,Platelet DG rel,TRPC6 activator,RGS4 block,MrgX1 agonist,RGS4 act,SKKanGAS inh,TRPC4 inh,MrgX1 allo act,MrgX1 antag
Cc1ccc(NC(=O)Cc2ccc3c(c2)OCCO3)cc1S(=O)(=O)N1CCCCC1,i,-0.4,-0.1,i,i,i,i,-2.3,i,i,i
Cc1ccccc1OCCOc1ccc([N+](=O)[O-])cc1/C=N/n1cnnc1,i,1.3,-2.3,i,i,i,i,-0.6,i,i,i
COc1ccccc1-c1cc(C(=O)NCCCn2ccnc2)no1,i,0.1,5.6,i,i,i,i,-12.0,i,i,i
COc1cc(C(=O)NC(C)c2cnn(-c3ccccc3C)c2C)cc(OC)c1OC (centres undefined),i,-0.2,-2.8,i,i,i,i,2.1,i,i,i
CC(=O)N(Cc1ccccc1)Cc1cn(CCC#N)nc1-c1cccc([N+](=O)[O-])c1,i,-0.3,7.9,i,i,i,i,-4.6,i,i,i
Cc1ccc(-c2c(C(=O)N/N=C/c3c[nH]c4ccccc34)nnn2-c2nonc2N)cc1,i,-0.2,19.4,i,i,i,i,4.3,i,i,i

Compound activity deposited in PubChem by several laboratories.
